RXFP1 ag: qHTS Assay for Agonists of the Relaxin Receptor RXFP1; Relaxin receptor 1 (Homo sapiens), Q9HBX9; HEK293T-RXFP1 cAMP TR-FRET, 30 min; response scale: percent of porcine relaxin response, buffer zero; Potency, µM (top dose mostly 57.5 µM), for inactives: top-dose activation, most hits filed as activators; 370,000 tested, 0.3% active; AID 2676, 2010; also: potency is read from the fitted curve at half-maximal effect; % is scaled to controls: 0 for no effect and ±100 for the full control effect; nearly all actives have a fitted effect of over 60% in size; many of its hits are not listed in these tables
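cAMP rise read by TR-FRET after 30 min, 37C compound exposure (up to 58 uM) in RXFP1-transfected HEK293 cells with Ro 20174 present. EC50 from Hill-equation fits, with 29 nM porcine relaxin as 100% and buffer as basal.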
PI4K2A inh: qHTS for small molecular inhibitors of PI4K2A; purified PI4K2A, ADP-Glo luminescence, 1 h; active compounds read low; Phosphatidylinositol 4-kinase type 2-alpha (Homo sapiens), Q9BTU6; 420,000 tested, 0.13% active; activity change, negative = inhibition, % at 76.9 µM; in the data active = activity change below about -50%; inconclusive = mostly about -30% to -49%;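 also: -100% = wells without enzyme as full effect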
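Compounds are screened against recombinant PI4K2A using PI as substrate and ATP, the latter dispensed at 300 microM. Reactions run one hour at ambient temperature before ADP-Glo detection; full inhibition defined by wells lacking enzyme.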
Vif-A3F inh: qHTS for Inhibitors of Vif-A3F Interactions: qHTS; Potency, µM (series often up to 46.1 µM), inactives show top-dose activity, negative = active; 390,000 tested, 0.2% active; HeLa A3F-eYFP + Vif (tagged APOBEC3F with the HIV-1 protein that degrades it), YFP fluorescence increase; also: potency is read from the fitted curve at half-maximal effect; % of control where 0% means no effect; nearly all actives have a fitted effect of over 65% in size
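Fluorescence increase (Ex 488/Em 500-530) after overnight compound treatment at 37 deg C flags inhibition of Vif-driven A3F-eYFP loss in stable HeLa A3F-eYFP/Vif cells seeded overnight beforehand.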
IDH1 R132H inh: qHTS for Inhibitors of mutant isocitrate dehydrogenase 1 (IDH1): qHTS | IDH1-R132H enzyme, NADPH consumption, diaphorase/resazurin fluorescence | 390,000 tested, 0.093% active | Isocitrate dehydrogenase [NADP] cytoplasmic (Homo sapiens), O75874 | AID 602179, 2012 | Potency, µM (highest dose often 76.6 µM), without a hit: at the highest dose activity change, negative = inhibition, actives largely listed as inhibitors; also: potency is read from the fitted curve at half-maximal effect; % is scaled to controls: 0 for no effect and ±100 for the full control effect; nearly all actives have a fitted effect of over 65% in size
Target sequence (O75874 whole entry R132H, stated change not applied): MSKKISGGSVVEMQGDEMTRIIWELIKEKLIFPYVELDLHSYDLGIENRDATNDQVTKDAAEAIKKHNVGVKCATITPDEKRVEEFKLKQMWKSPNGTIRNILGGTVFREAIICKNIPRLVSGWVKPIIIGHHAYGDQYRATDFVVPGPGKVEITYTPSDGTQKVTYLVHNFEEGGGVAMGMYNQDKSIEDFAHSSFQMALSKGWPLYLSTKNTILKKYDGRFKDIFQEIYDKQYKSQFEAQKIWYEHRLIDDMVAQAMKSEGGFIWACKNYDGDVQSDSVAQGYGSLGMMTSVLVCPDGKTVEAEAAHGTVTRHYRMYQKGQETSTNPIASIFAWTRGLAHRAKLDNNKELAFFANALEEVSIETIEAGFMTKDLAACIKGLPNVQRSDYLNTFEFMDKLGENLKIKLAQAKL
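IDH1-R132H (0.5 ug/mL) preincubated 30 min with compound, then NADPH (0.016 mM) and alpha-KG (2 mM) added; 80 min at RT, pH 7.5. Remaining NADPH coupled via diaphorase/resazurin to fluorescence (540/590 nm); concentration-response curves normalized to no-enzyme control.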
GRP78 ERSR act: qHTS for Inducers of the Endoplasmic Reticulum Stress Response (ERSR) in Human Glioma: qHTS; U87-MG GRP78 promoter luciferase reporter, 16 h; 420,000 tested, 0.02% active; Potency, µM, for inactives: at the highest dose activation, usual class: activators; also: potency is read from the fitted curve at half-maximal effect; series mostly up to about 76 µM; % of control where 0% means no effect; nearly all actives have a fitted effect of over 35% in size
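ERSR induction read as luciferase luminescence (Bright-Glo, 10 min at room temperature) in stably transfected human U87-MG glioma cells exposed to compounds for 16 h, using GRP78 as sensor.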
LDHA inh: qHTS assay for inhibitors of human lactate dehydrogenase; L-lactate dehydrogenase A chain (Homo sapiens), P00338; purified LDHA, NADH/diaphorase-resazurin fluorescence; active compounds read low; activity change, % (values are at about 110 or 230 µM); 480,000 tested, 0.15% active; AID 1347041, 2019; in the data active = activity change below about -30%; inconclusive = mostly about -25% to -30%;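 also: plate controls were DMSO wells for no effect and wells without enzyme for full effect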
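Remaining NADH was detected by diaphorase (0.133 mg/mL) converting 37 µM resazurin to fluorescent resorufin, read at 0 and 20 minutes. The preceding 5-minute room-temperature reaction used 2 nM LDHA, 0.2 mM sodium pyruvate and 0.06 mM NADH at pH 7.4.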
USP1 inh: Inhibitors of USP1/UAF1: Primary Screen | recombinant USP1/UAF1, Ub-Rhodamine cleavage fluorescence | Potency, µM (highest dose often 57.1 µM), for the others: top-dose activity change, negative = inhibition, usual class: inhibitors | 390,000 tested, 0.23% active; also: potency is read from the fitted curve at half-maximal effect; % is scaled to controls: 0 for no effect and ±100 for the full control effect; nearly all actives have a fitted effect of over 60% in size; inactives centre near -12
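In this screen, compounds sit with the deubiquitinase complex (1nM) for 15 min at room temperature before Ub-Rho is added at 150nM final. Fluorescence rise is then followed for 6 reads every 60 seconds.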
Vif-APOBEC3G blk: qHTS for Inhibitors of Vif-A3G Interactions: qHTS; Potency, µM (titrated, usually from 46.1 µM), without a hit: at the highest dose activity, negative = active, hits mostly inhibitors; HeLa A3G-eYFP + Vif (tagged APOBEC3G with the HIV-1 protein that degrades it), YFP fluorescence, overnight; 410,000 tested, 0.076% active; AID 602310, 2012;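 also: potency is read from the fitted curve at half-maximal effect; % is scaled to controls: 0 for no effect and ±100 for the full control effect; nearly all actives have a fitted effect of over 60% in size; hits raise eYFP signal because A3G escapes Vif-driven loss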
Target sequence (Q9HC16 whole entry, looked up): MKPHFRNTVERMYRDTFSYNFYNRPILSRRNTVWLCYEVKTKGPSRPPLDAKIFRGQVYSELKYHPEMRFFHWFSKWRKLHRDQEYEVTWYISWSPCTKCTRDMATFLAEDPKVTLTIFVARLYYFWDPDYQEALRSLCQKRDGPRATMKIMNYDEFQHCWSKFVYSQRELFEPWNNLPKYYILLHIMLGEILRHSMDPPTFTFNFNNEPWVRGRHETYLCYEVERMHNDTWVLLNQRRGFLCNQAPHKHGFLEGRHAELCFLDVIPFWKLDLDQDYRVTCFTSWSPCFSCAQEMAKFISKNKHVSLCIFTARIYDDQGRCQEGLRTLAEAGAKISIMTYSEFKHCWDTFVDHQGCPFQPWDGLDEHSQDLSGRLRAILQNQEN
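Read-out is eYFP fluorescence (Ex 488/Em 500-530) from Vif-expressing HeLa A3G-eYFP cells; more signal means A3G escaped Vif-mediated degradation. Cells plated overnight, compound pinned in, incubated overnight at 37 deg C.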
TrxR1 substrate: qHTS Assay for Substrates of Mammalian Selenoprotein Thioredoxin Reductase 1 (TrxR1): qHTS | Thioredoxin reductase 1, cytoplasmic (Rattus norvegicus), O89049 | purified TrxR1 substrate turnover, NADPH consumption readout | Potency, µM (titrated, usually from 114 µM), for the others: at the highest dose activity change, negative = substrate turnover | 390,000 tested, 0.01% active | AID 588456, 2011; also: potency is read from the fitted curve at half-maximal effect; % is scaled to controls: 0 for no effect and ±100 for the full control effect; nearly all actives have a fitted effect of over 50% in size
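Rat TrxR1, dispensed at 90 nM, was prereduced with 400 uM NADPH (final) for 5 min at ~22 deg C, then incubated with compound 15 min before 400 uM selenite. A first-read NADPH fluorescence drop versus no-compound background flagged substrates.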
Numbers without * were called inactive; & = joins results of further samples; [ ] = dose if it differs, or a comment. Unless noted, calls follow the shape of the dose curve; as a rule, active = well fitted curve in the direction sought with a large enough effect; inconclusive = small, poorly fitted or top-dose-only effect, or another doubt; inactive = no such curve, though single readings can be large; an effect the other way counts as inactive or inconclusive. Only part of the results is shown; count on the stated rates, not on these rows.

What do the screens show for `Cn1c(Cn2c(=O)sc3ccccc32)nnc1SCC(=O)NCC1CCCO1` (stereo not drawn)?
RXFP1 ag: -2.6%; PI4K2A inh: -4.8; Vif-A3F inh: -11.2%; IDH1 R132H inh: -10.0%; GRP78 ERSR act: 0.8%; LDHA inh: -10.2; USP1 inh: -7.2%; Vif-APOBEC3G blk: -4.4%; TrxR1 substrate: 9.8%[57.1 µM]

Results for Cc1cc(/C=C\c2nc(O)c([N+](=O)[O-])c(=O)[nH]2)c(C)n1-c1ccccc1 ?
RXFP1 ag: 0.6%; PI4K2A inh: -3.7; Vif-A3F inh: -8.4%; IDH1 R132H inh: -4.6%; GRP78 ERSR act: -4.2%; LDHA inh: -2.4; USP1 inh: -24.5%; Vif-APOBEC3G blk: 0.9%; TrxR1 substrate: -16.3%

What do the screens show for `O=C(NCCC1=CCCCC1)C(=O)NCc1ccncc1`?
RXFP1 ag: -0.9%; PI4K2A inh: 1.4; Vif-A3F inh: -2.2%; IDH1 R132H inh: 7.4%; GRP78 ERSR act: 0.2%; LDHA inh: -1.7; USP1 inh: -17.6%; Vif-APOBEC3G blk: -0.6%; TrxR1 substrate: 13.7%

What do the screens show for `OC[C@H]1OC(Nc2ccc(N=Nc3ccccc3)cc2)[C@@H](O)[C@@H](O)[C@@H]1O` (stereo partly drawn)?
RXFP1 ag: -2.0%; PI4K2A inh: 2.3; Vif-A3F inh: -9.3%; IDH1 R132H inh: 0.1%; GRP78 ERSR act: 1.2%; LDHA inh: -3.3; USP1 inh: -19.8%; Vif-APOBEC3G blk: 1.2%; TrxR1 substrate: -13.6%

Results for CCOC(=O)c1c(NC(=O)c2ccccc2C(=O)O)sc2c1CCCC2 ?
RXFP1 ag: 2.0%; PI4K2A inh: 1.4; Vif-A3F inh: 2.7%; IDH1 R132H inh: 11.5%; GRP78 ERSR act: 0.0%; LDHA inh: -3.8; USP1 inh: -23.4%; Vif-APOBEC3G blk: -2.6%; TrxR1 substrate: 4.1%[57.1 µM]

Results for COc1ccc2[nH]c(=O)c(CN(C(=O)c3ccco3)C3CCCCC3)cc2c1 ?
RXFP1 ag: -0.1%; PI4K2A inh: -4.5; Vif-A3F inh: -4.6%; IDH1 R132H inh: 0.0%; GRP78 ERSR act: 1.2%; LDHA inh: -5.3; USP1 inh: -21.1%; Vif-APOBEC3G blk: -2.6%; TrxR1 substrate: 22.5%[57.1 µM]

How did O=C(NC1CCCC1)c1ccc(Br)c(S(=O)(=O)N2CCCCC2)c1 do in these assays?
RXFP1 ag: 5.5%; PI4K2A inh: -15.2; Vif-A3F inh: 0.1%; IDH1 R132H inh: -3.0%; GRP78 ERSR act: 1.9%; LDHA inh: -5.1; USP1 inh: -20.9%; Vif-APOBEC3G blk: 2.0%; TrxR1 substrate: 12.9%

Results for COc1ccc(C2(C)ON(c3ccccc3C(F)(F)F)C2=O)cc1 (stereo not drawn) ?
RXFP1 ag: 0.4%; PI4K2A inh: 3.5; Vif-A3F inh: -2.4%; IDH1 R132H inh: 10.0%; GRP78 ERSR act: 3.8%; LDHA inh: 0.1; USP1 inh: -15.7%; Vif-APOBEC3G blk: -11.5%; TrxR1 substrate: -2.3%

What do the screens show for `COc1ccc(Cl)cc1C(=O)Nc1ccc(S(=O)(=O)N2CCCC2)cc1`?
RXFP1 ag: 25.7%; PI4K2A inh: 0.5; Vif-A3F inh: -1.0%; IDH1 R132H inh: 2.9%; GRP78 ERSR act: -2.7%; LDHA inh: -6.0; USP1 inh: -8.3%; Vif-APOBEC3G blk: -6.2%; TrxR1 substrate: -12.2%

What do the screens show for `CC(C)N=c1c([N+](=O)[O-])nn(C)n1O`?
RXFP1 ag: -1.0%; PI4K2A inh: 0.0; Vif-A3F inh: 11.0%; IDH1 R132H inh: -4.2%; GRP78 ERSR act: -4.6%; LDHA inh: 0.3; USP1 inh: -0.2%; Vif-APOBEC3G blk: -0.2%; TrxR1 substrate: -12.6%

How did CCOC(=O)c1ccc(N2C(=O)c3n[nH]c(-c4cccs4)c3C2c2ccc(C)cc2)cc1 (stereo not drawn) do in these assays?
RXFP1 ag: 4.9%; PI4K2A inh: 3.4; Vif-A3F inh: 0.5%; IDH1 R132H inh: -13.5%; GRP78 ERSR act: -2.8%; LDHA inh: 2.3; USP1 inh: -28.3%; Vif-APOBEC3G blk: -6.2%; TrxR1 substrate: -2.9%

Results for Cc1ccc(Cc2c(-c3ccco3)nc3ccc(Br)cn23)cc1 ?
PI4K2A inh: -9.4; GRP78 ERSR act: inconclusive; LDHA inh: 3.7; Vif-APOBEC3G blk: -17.8%

What do the screens show for `CCOC(=O)CSc1nnc2n(C3CCCCC3)c(=O)c3c4c(sc3n12)CCCC4`?
RXFP1 ag: 0.7%; PI4K2A inh: -1.1; Vif-A3F inh: -3.8%; IDH1 R132H inh: 12.1%; GRP78 ERSR act: -4.4%; LDHA inh: 4.5; USP1 inh: -5.7%; Vif-APOBEC3G blk: 1.2%; TrxR1 substrate: 0.4%

How did CN(c1ccc(OCC(=O)Nc2nc3ccccc3s2)cc1)S(=O)(=O)c1ccccc1 do in these assays?
RXFP1 ag: 0.2%; PI4K2A inh: -7.9; Vif-A3F inh: -8.8%; IDH1 R132H inh: 2.0%; GRP78 ERSR act: -2.0%; LDHA inh: -5.4; USP1 inh: -9.8%; Vif-APOBEC3G blk: -7.1%; TrxR1 substrate: -1.6%

Results for COc1ccc(C(=O)Nc2ccnn2C2CCN(C(=O)c3cnsn3)CC2)cc1 ?
RXFP1 ag: 0.2%; PI4K2A inh: 0.9; Vif-A3F inh: 7.7%; IDH1 R132H inh: 4.0%; GRP78 ERSR act: -0.4%; LDHA inh: -1.5; USP1 inh: -7.4%; Vif-APOBEC3G blk: 0.1%; TrxR1 substrate: -7.8%

Molecules from the list above that contain a nitro group on carbon (2):
Results for Cc1cc(/C=C\c2nc(O)c([N+](=O)[O-])c(=O)[nH]2)c(C)n1-c1ccccc1 ?
RXFP1 ag: 0.6%; PI4K2A inh: -3.7; Vif-A3F inh: -8.4%; IDH1 R132H inh: -4.6%; GRP78 ERSR act: -4.2%; LDHA inh: -2.4; USP1 inh: -24.5%; Vif-APOBEC3G blk: 0.9%; TrxR1 substrate: -16.3%

What do the screens show for `CC(C)N=c1c([N+](=O)[O-])nn(C)n1O`?
RXFP1 ag: -1.0%; PI4K2A inh: 0.0; Vif-A3F inh: 11.0%; IDH1 R132H inh: -4.2%; GRP78 ERSR act: -4.6%; LDHA inh: 0.3; USP1 inh: -0.2%; Vif-APOBEC3G blk: -0.2%; TrxR1 substrate: -12.6%

Carrying on.
How did O=C(COC(=O)CC1SC(N2CCCC2)=NC1=O)Nc1ccc(Br)cc1 (stereo not drawn) do in these assays?
RXFP1 ag: 0.4%; PI4K2A inh: -4.8; Vif-A3F inh: 9.1%; IDH1 R132H inh: 2.3%; GRP78 ERSR act: -2.6%; LDHA inh: -5.8; USP1 inh: -14.7%; Vif-APOBEC3G blk: -3.5%; TrxR1 substrate: -1.5%

Results for O=C(Nc1cc(Cl)cc(Cl)c1)C1C2C=CC3(O2)C1C(=O)N(CCCN1CCOCC1)C3C(=O)NC1CCCCC1 (stereo not drawn) ?
RXFP1 ag: -0.3%; PI4K2A inh: -4.6; Vif-A3F inh: 10.2%; IDH1 R132H inh: 1.4%; GRP78 ERSR act: 4.6%; LDHA inh: -1.5; USP1 inh: -17.6%; Vif-APOBEC3G blk: -6.8%; TrxR1 substrate: -4.6%[57.1 µM]

How did O=C(COc1ccccc1F)Nc1ccc2oc(-c3cccc(Cl)c3)nc2c1 do in these assays?
RXFP1 ag: 2.8%; PI4K2A inh: 0.9; LDHA inh: -3.6&2.9; USP1 inh: -21.5%; TrxR1 substrate: 20.5%

How did Cc1sc2ncnc(N3CCC(C(=O)NCC(=O)Nc4ccc(F)c(F)c4)CC3)c2c1C do in these assays?
RXFP1 ag: 2.1%; PI4K2A inh: -3.1; Vif-A3F inh: 0.3%; IDH1 R132H inh: -2.5%; GRP78 ERSR act: -5.3%; LDHA inh: -8.7; USP1 inh: -10.4%; Vif-APOBEC3G blk: 2.6%; TrxR1 substrate: -0.4%

How did COCC(C)NC(=O)c1ccc2c(c1)S(=O)(=O)c1ccccc1C2=O (stereo not drawn) do in these assays?
RXFP1 ag: 0.7%; PI4K2A inh: -1.1; Vif-A3F inh: 0.2%; IDH1 R132H inh: -3.6%; GRP78 ERSR act: 4.1%; LDHA inh: -1.6; USP1 inh: -17.7%; Vif-APOBEC3G blk: -3.2%; TrxR1 substrate: -1.2%
